Screening results from PubChem BioAssay.
MC4R antag cAMP: MC4R antagonists of cAMP signaling, primary screen, cell-based, TR-FRET, antagonist arm of biased-ligand search; AID 540295, 2011; MC4R-expressing cells, MTII-stimulated cAMP, LANCE TR-FRET; actives 0.48% (n = 360,000); inhibition, % at 6.5 µM;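 active = inhibition above its plate's cutoff, the mean of tested wells on that plate plus 3 SD, cut at about 29% in these data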;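 also: 0% = Melanotan II alone and 100% = Melanotan II plus saturating MCL0020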
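System: U2OS cells stably expressing human melanocortin 4 receptor (MC4R). Reagent: Melanotan II challenge after compound preincubation. Doses: 6.5 µM. Times: 30-min compound, 1-h challenge, 1-h detection, room temperature. Measured by: TR-FRET with Eu-cAMP and labeled anti-cAMP, 671 nm. Replicates: singlicate.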
NOD2 RIPK2 PPI: NOD2-RIPK2 binding disruptors in cells, primary screen, fluorescence, CHO cells, BLA complementation. inhibition, % at 4.98 µM. actives 0.38% (n = 360,000). CCF4 ratio. AID 624267, 2012. Receptor-interacting serine/threonine-protein kinase 2 (Homo sapiens), O43353; in the data active = inhibition above about 21%;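 also: 0% = vehicle only and 100% = reference blocker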
TLR9-MyD88 inh: inhibitors of TLR9-MyD88 association in cells, primary screen, cell-based, CHO, BLA complementation, fluorescence; CCF4 FRET ratio; inhibition, % at 4.98 µM; actives 0.21% (n = 340,000);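 active = inhibition above the mean over all tested compounds plus 3 SD, cut at about 21% in these data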;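 also: 0% = DMSO only wells and 100% = clavulanate BLA inhibitor control wells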
ABHD5-PLIN5 inh: ABHD5-PLIN5 interaction inhibitors, primary screen, cell lysate, split luciferase complementation, luminescence; AID 602281, 2012; inhibition, % at 4 µM; actives 0.78% (n = 360,000); Split G. princeps luciferase complementation, 4 h; Perilipin-5 (Homo sapiens) + 1-acylglycerol-3-phosphate O-acyltransferase ABHD5 (Homo …;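 active = inhibition above the mean inhibition across every tested compound plus 3 SD, cut at about 22% in these data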;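 also: 0% = DMSO only wells and the 100% control is not disclosed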
Vif imaging: HIV Vif self-association inhibitors, primary screen, imaging, HEK293T, single point; HEK293T cells, Vif self-association by quenched fluorescence, 24 h; inhibition, % at 7.49 µM; actives 0.35% (n = 340,000); in the data active = inhibition above about 50%, passing the limit was not always enough; inconclusive = no clear call, values can overlap the other calls; inactive = below about 31%; also: some results filed as inactive read as strong as hits
MC4R barr agon: MC4R agonists recruiting beta-arrestin, primary screen, cell-based, luminescence, agonist arm of biased-ligand search; U2OS MC4R beta-arrestin complementation; percent of melanotan II response, DMSO zero; activation, % at 8.9 µM; actives 0.98% (n = 360,000); AID 540308, 2011;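 active = activation above a per-plate cutoff, the mean activation of sample wells on that plate plus 3 SD, cut at about 8% in these data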
Exocytosis inh: LAMP-1 surface exposure blockers, TALL-104 cells – cell-based, flow cytometry, MLPCN library, primary screen. actives 0.66% (n = 360,000). inhibition, % at 10 µM. TALL-104 LAMP-1 surface exposure; cells stimulated with thapsigargin and PMA;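 active = inhibition above about 55%, limit read from the data; inconclusive = no clear call, values can overlap the other calls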
Glyco luc inh: increase of ERlucT glycosylation luciferase signal, primary screen, N-linked glycosylation inhibitor project, D54 ERlucT cells, luminescence, set 2; D54 ERlucT glycosylation luciferase reporter, 24 h; percent of 100 nM tunicamycin response; actives 0.23% (n = 360,000); reporter increase, % at 12.5 µM;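 active = mean luciferase reporter signal, scaled so untreated is 0 and the glycosylation-blocking control 100, at or above a set limit in every replicate; inconclusive = mean reaches the limit but not every replicate does; inactive = mean below the limit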;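 also: luciferase carries N-glycosylation sites so blocking glycosylation raises the light; 0% = median of neutral control wells and 100% = median of 100 nM tunicamycin wells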
ABCB6 inh MLPCN: ABCB6 transporter inhibitors, primary screen, K562-ABCB6 cells, flow cytometry, MLPCN library; ATP-binding cassette sub-family B member 6 (Homo sapiens), Q9NP58; K562-ABCB6 porphyrin accumulation, 1 h; hits give low values; fluorescence ratio to DMSO, % at 10 µM; actives 0.19% (n = 360,000);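 active = fluorescence ratio to DMSO below 75%, the collection mean minus 3 SD; inconclusive = too few cells collected in the well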;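 also: signal is porphyrin accumulated inside mitochondria; 100% equals median channel fluorescence of DMSO control wells; lower ratio means ABCB6 inhibition with less porphyrin fluorescence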
Target sequence (Q9NP58 whole entry, looked up): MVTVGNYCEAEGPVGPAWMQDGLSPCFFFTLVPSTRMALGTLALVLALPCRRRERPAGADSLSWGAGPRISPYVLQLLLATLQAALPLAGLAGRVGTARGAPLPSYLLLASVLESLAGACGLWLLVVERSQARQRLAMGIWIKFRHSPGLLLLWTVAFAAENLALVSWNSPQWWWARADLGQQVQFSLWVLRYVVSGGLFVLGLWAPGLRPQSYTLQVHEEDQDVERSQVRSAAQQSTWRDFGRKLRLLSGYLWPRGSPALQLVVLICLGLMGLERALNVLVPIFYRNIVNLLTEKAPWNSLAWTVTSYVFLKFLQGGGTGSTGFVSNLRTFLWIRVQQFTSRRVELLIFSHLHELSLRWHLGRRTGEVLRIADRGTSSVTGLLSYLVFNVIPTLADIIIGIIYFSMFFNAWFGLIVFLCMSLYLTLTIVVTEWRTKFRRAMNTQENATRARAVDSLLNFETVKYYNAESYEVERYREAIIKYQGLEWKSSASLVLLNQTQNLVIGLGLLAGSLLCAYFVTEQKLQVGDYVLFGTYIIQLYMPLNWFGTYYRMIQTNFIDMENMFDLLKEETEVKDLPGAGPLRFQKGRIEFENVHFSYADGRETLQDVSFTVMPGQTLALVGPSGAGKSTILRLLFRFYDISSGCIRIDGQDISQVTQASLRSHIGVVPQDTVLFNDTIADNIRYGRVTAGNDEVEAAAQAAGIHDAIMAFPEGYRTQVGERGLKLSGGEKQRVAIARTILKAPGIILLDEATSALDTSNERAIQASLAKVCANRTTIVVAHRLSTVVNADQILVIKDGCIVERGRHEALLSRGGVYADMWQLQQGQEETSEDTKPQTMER
aDG glyco up: activators of alpha-DG glycosylation, primary screen, uHTS, Pro5-aDG cells, AlphaScreen; alpha-DG glycosylation AlphaScreen (IIH6); 0% Pro5, 100% B10-LARGE cell signal; activation, % at 10 µM; actives 0.22% (n = 360,000); AID 624168, 2012;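 active = activation of at least 8% versus controls, or a plate z-score of at least 8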;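 also: Pro5 are CHO cells carrying HIG-tagged alpha-DG that lacks glycosylation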
* marks the source's active call; other numbers are inactive results; u = inconclusive; x = not tested or not shown. An excerpt; count on the stated rates, not on these rows.

SMILES | MC4R antag cAMP | NOD2 RIPK2 PPI | TLR9-MyD88 inh | ABHD5-PLIN5 inh | Vif imaging | MC4R barr agon | Exocytosis inh | Glyco luc inh | ABCB6 inh MLPCN | aDG glyco up
CC(=O)Nc1ccc(NC(=O)COC(=O)c2ccc(Cl)nc2)cc1 | 14.3 | -10.3 | 0.5 | 2.5 | -2.5 | -1.1 | 2.0 | 0.6 | 100.0 | -0.3
CCOC(=O)N1CCN(C(=O)CSc2ccc3nnc(-c4ccncc4)n3n2)CC1 | -6.8 | -4.8 | -2.3 | 2.0 | u | -1.6 | -0.7 | -1.7 | 97.0 | -0.1
Cc1csc(CNc2ncnc3ccc(-c4ccc5c(c4)OCCO5)cc23)c1 | 0.3 | 3.4 | 7.8 | -0.8 | 46.8 | 1.9 | -2.7 | -2.5 | 95.0 | 0.3
C/C(=N\NC(=O)c1ccc(NS(=O)(=O)c2cccs2)cc1)c1ccc(O)cc1O | 22.3 | -0.3 | -3.4 | -5.6 | -5.8 | 0.9 | 2.6 | 0.3 | 99.0 | 0.1
CCOc1cc(S(=O)(=O)N2CCOCC2)ccc1F | -0.8 | 0.0 | -5.6 | -1.4 | x | -0.9 | -0.9 | 3.0 | 95.0 | -0.2
O=C(CCS(=O)(=O)c1ccccc1)Nc1ccccc1N1CCOCC1 | -0.3 | -23.2 | 1.1 | 1.8 | 7.6 | 0.5 | -5.6 | 0.4 | 99.0 | 0.0
COc1ccc(S(=O)(=O)N(c2onc(C)c2Cl)S(=O)(=O)c2ccc(OC)cc2)cc1 | 6.3 | -7.4 | -1.5 | 9.2 | -1.0 | 0.8 | 2.8 | 3.9 | 82.0 | -0.3
O=C(c1cnn2c(C(F)(F)F)cc(-c3cccs3)nc12)N1CCCC1 | 21.2 | 1.6 | 1.7 | 3.5 | 1.8 | 1.9 | -0.1 | -1.9 | 103.0 | -0.1
CCn1cc(/C=N/NC(=O)c2ccc3c(c2)OCO3)cn1 | 8.8 | 5.9 | 6.8 | 0.5 | x | -0.8 | 2.7 | 0.4 | 94.0 | 0.0
CCN1CCN(c2cc(C)c3cc(NC(=O)Cc4ccccc4OC)ccc3n2)CC1 | -3.0 | -1.6 | -2.1 | -3.7 | x | 0.1 | 1.9 | x | 103.0 | 0.0
CCOC(=O)C1(CCCc2ccccc2)CCN(C(=O)[C@@H]2C[C@@H](C)NC(=S)N2)CC1 | 1.5 | -3.6 | 3.4 | -1.1 | x | 0.0 | -0.6 | -1.5 | 98.0 | -0.1
Cc1cc(C)cc(NC(=S)NCc2cccnc2)c1 | -5.8 | -5.4 | 4.4 | -4.1 | 1.2 | -1.1 | -1.6 | 0.1 | 100.0 | 0.0
CC(C)c1ccc(C(=O)OCC(=O)c2c(N)n(C)c(=O)n(C)c2=O)cc1 | 10.5 | -4.9 | -0.4 | 3.1 | 7.1 | 0.4 | -17.2 | 0.4 | 96.0 | 0.2
O=C(COc1ccccc1Cl)NC(=S)Nc1cccc(NC(=O)c2ccccc2Cl)c1 | -2.9 | 2.0 | -14.7 | 2.6 | -15.0 | -2.0 | 1.8 | 0.1 | 99.0 | 0.1
CC(NC(=O)N1CCOCC1)c1ccccc1 (configuration not stated) | 2.3 | 2.0 | 3.5 | -7.0 | -4.9 | -1.9 | -7.9 | 2.2 | 100.0 | -0.1
C[C@H](CO)N1C[C@H](C)[C@H](CN(C)C(=O)Nc2ccnc(N3CCOCC3)c2)OCc2cnnn2CCCC1=O | 7.4 | -8.3 | -8.9 | 6.4 | x | 0.7 | 7.8 | 1.7 | 99.0 | 0.1
CCN1C[C@@H]2[C@@H]3C(=O)N(Cc4ccccc4)C(=O)[C@@H]3[C@](Cc3ccccc3)(C(=O)OC)N2C1=NCc1ccccc1 | -2.2 | -16.8 | -14.6 | 1.8 | x | 2.6 | 8.0 | 9.0 | 100.0 | 0.0
COC(=O)c1ccccc1NC(=O)NCCc1ccccc1OC | 11.5 | -4.4 | 0.6 | 2.2 | 1.4 | -2.4 | -0.3 | 0.1 | 97.0 | 0.2
COc1cc(C2c3cc(O)c(OC)cc3CC(C(=O)O)C2CO)ccc1O (configuration not stated) | 4.4 | -8.3 | 9.9 | 13.3 | 13.7 | -2.3 | -5.2 | 3.0 | 102.0 | -0.2
COc1ccc(CCNC(=O)c2ccc3c(=O)n(Cc4ccco4)c(=S)[nH]c3c2)cc1OC | -0.4 | -3.8 | -2.1 | 12.2 | -7.2 | -2.4 | 0.5 | 0.6 | 93.0 | 0.2
CC(C)NC(=O)NS(=O)(=O)c1cnccc1N1CCCCC1 | -5.4 | -2.3 | 1.8 | 0.8 | -2.0 | -1.2 | -2.3 | -1.0 | 88.0 | -0.3
Cc1c(Cl)c([N+](=O)[O-])nn1CCCC(=O)NCCc1ccccc1 | 6.7 | -13.7 | 6.4 | 0.5 | -2.1 | -1.0 | 0.0 | -0.2 | 98.0 | 0.0
CC1CC(NS(=O)(=O)c2cc3c4c(c2)CCN4C(=O)CC3)CC(C)(C)C1 (configuration not stated) | 23.3 | 9.1 | 8.2 | -1.8 | -8.7 | -0.1 | 8.3 | -0.5 | 103.0 | 0.1
COc1ccc(S(=O)(=O)Nc2ccc(OCC(=O)O)cc2)c2ccccc12 | 9.3 | -4.1 | -1.1 | -0.7 | -5.6 | -0.7 | 7.3 | 1.6 | 103.0 | -0.1
NNC(=O)C1COc2cc3ccccc3cc2O1 (configuration not stated) | 1.0 | 4.4 | 11.3 | -0.2 | -22.4 | 3.0 | -0.9 | -0.1 | 98.0 | 0.0
COc1cccc(CNC(=O)c2cc(S(=O)(=O)N3CCOCC3)cn2C)c1 | -1.9 | -8.6 | -17.1 | 3.8 | -3.2 | 1.3 | -1.7 | 0.6 | 97.0 | -0.4
COc1cc(C2C3=C(CC(c4ccco4)CC3=O)Nc3ccccc3N2C(C)=O)cc(OC)c1OC (configuration not stated) | -6.0 | -1.4 | -4.2 | 12.4 | -11.8 | -0.5 | -1.8 | 0.3 | 100.0 | 0.0
OCCC1CN(Cc2ccon2)CCN1Cc1ccccc1 (configuration not stated) | 16.7 | -8.9 | -12.4 | 3.5 | -5.7 | 1.3 | -4.9 | 2.9 | 95.0 | 0.0
CC(=NNC1=NCCN1)c1cn(C2=NCCN2)nc1C | x | -14.0 | x | 6.1 | x | x | -3.6 | -0.3 | 96.0 | -0.1
COc1cccc(COc2ccc3c(C)cc(=O)oc3c2)c1 | 0.5 | -7.8 | -0.7 | 9.9 | 2.4 | -0.2 | 13.6 | -4.1 | 94.0 | 0.3
S=c1[nH]nc(Cc2ccc(Cl)cc2)n1-c1ccc2c(c1)OCCO2 | 11.1 | 11.3 | -16.5 | -0.5 | -0.2 | -5.7 | 8.6 | 0.8 | 98.0 | 0.1
CCC(CC)C(=O)NCCCCc1ccccc1 | 1.6 | -8.2 | 0.0 | 3.1 | -0.5 | 0.7 | -0.6 | -3.5 | 97.0 | 0.1
O=C(O)Cc1ccc(O)cc1 | -0.9 | -1.3 | 0.0 | -4.6 | 5.7 | 0.6 | -0.9 | -0.3 | 101.0 | 0.1
CN(C)C(=S)N=c1ssc(=S)n1Cc1ccco1 | -16.7 | -8.0 | 1.8 | -11.2 | 0.6 | -2.4 | 0.7 | 22.4 | 95.0 | 0.6
CC(=O)Nc1cc(-c2ccccc2)cn2c(-c3ccc(F)c(Cl)c3)cnc12 | -3.4 | 3.8 | x | -11.9 | 7.5 | 22.0* | 40.9 | 0.0 | 108.0 | 0.2
Cc1ccc(CSC2=Nc3sccc3C3=NC(=O)CN23)cc1 | -18.1 | 3.5 | 4.1 | 6.2 | 29.5 | -1.0 | 1.7 | 4.7 | 101.0 | 0.3

Record cards (already shown):
`CC(=NNC1=NCCN1)c1cn(C2=NCCN2)nc1C` in the list: MC4R antag cAMP: x; NOD2 RIPK2 PPI: -14.0; TLR9-MyD88 inh: x; ABHD5-PLIN5 inh: 6.1; Vif imaging: x; MC4R barr agon: x; Exocytosis inh: -3.6; Glyco luc inh: -0.3; ABCB6 inh MLPCN: 96.0; aDG glyco up: -0.1
`S=c1[nH]nc(Cc2ccc(Cl)cc2)n1-c1ccc2c(c1)OCCO2` in the list: MC4R antag cAMP: 11.1; NOD2 RIPK2 PPI: 11.3; TLR9-MyD88 inh: -16.5; ABHD5-PLIN5 inh: -0.5; Vif imaging: -0.2; MC4R barr agon: -5.7; Exocytosis inh: 8.6; Glyco luc inh: 0.8; ABCB6 inh MLPCN: 98.0; aDG glyco up: 0.1

(continued)
SMILES | MC4R antag cAMP | NOD2 RIPK2 PPI | TLR9-MyD88 inh | ABHD5-PLIN5 inh | Vif imaging | MC4R barr agon | Exocytosis inh | Glyco luc inh | ABCB6 inh MLPCN | aDG glyco up
COc1cccc(C(=O)N(Cc2nc(-c3cccc(C)c3)no2)C(C)C)c1OC | 3.6 | 7.2 | 1.6 | 4.1 | 4.2 | 3.3 | 1.1 | -2.1 | 100.0 | 0.1
CN(C)c1cccc(C(=O)OCC(=O)NCC2CCCO2)c1 (configuration not stated) | 1.4 | -7.7 | 2.7 | 6.9 | -0.1 | -2.0 | 0.7 | 2.1 | 97.0 | -0.2
Cc1cc(C)nc(Oc2ccc([N+](=O)[O-])cc2)n1 | 2.3 | -3.8 | -5.6 | 2.5 | -0.9 | -1.9 | 1.1 | 1.2 | 97.0 | -0.1
O=C(NCC(c1ccc(F)cc1)N1CCOCC1)c1c(F)cccc1F (configuration not stated) | 0.0 | -3.9 | 2.7 | 0.5 | -2.3 | -0.7 | -1.3 | 0.5 | 95.0 | -0.2
CC1=C(C(=O)OCc2ccccc2)C(c2ccccc2OC(F)F)NC(=O)N1 (configuration not stated) | 17.1 | -23.2 | -2.8 | -18.2 | 2.6 | 0.8 | 0.6 | -0.8 | 98.0 | 0.3
O=S(=O)(Nc1cc(C(F)(F)F)ccc1N1CCOCC1)c1ccccc1 | 4.3 | -4.2 | -9.9 | -1.3 | 0.2 | 0.5 | -1.6 | -2.0 | 95.0 | -0.1
CC1(C(=O)Nc2cccc3c2CCCC3)CCN1C(=O)Cc1ccccc1Cl (configuration not stated) | 4.8 | -6.2 | x | -9.4 | 2.5 | -1.1 | -9.0 | -0.9 | 98.0 | 0.0
Cn1cc(-c2coc3c(C(=O)NCc4cccc(Cl)c4)cccc23)cn1 | 6.3 | 1.0 | x | 10.4 | -9.1 | 0.6 | -9.8 | -0.7 | 96.0 | 0.7
O=C(O)CN1C(=O)COc2ccc(S(=O)(=O)N3CCCCCC3)cc21 | 11.6 | -13.9 | 6.2 | -0.9 | -1.3 | -1.0 | -1.1 | 0.4 | 101.0 | -0.1
